Compound activity: PubChem BioAssay, Sanford-Burnham Center for Chemical Genomics
APOBEC3G inh = APOBEC3G (human) deaminase inhibition | recombinant A3G, ssDNA deamination FAM/TAMRA fluorescence | inhibition, % at 20 µM | Q9HC16 | actives 0.28% (n = 330,000);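 active = inhibition of at least 40% at 20 µM, with no more than 30% in the related APOBEC3A deaminase screen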;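 note: plate controls were DMSO wells with A3G for no effect and wells lacking A3G enzyme for full effect; some compounds called inactive have numbers as strong as hits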
SENP8 block-1 = inhibitors of human SENP8 protease; actives 0.64% (n = 360,000); inhibition, % at 20 µM; AID 602440; Q96LD8; recombinant SENP8, Nedd8 substrate fluorescence; in the data active = inhibition mostly above about 40%, no sharp cut-off; inactive = mostly below about 27%
Target sequence (Q96LD8 whole entry, looked up): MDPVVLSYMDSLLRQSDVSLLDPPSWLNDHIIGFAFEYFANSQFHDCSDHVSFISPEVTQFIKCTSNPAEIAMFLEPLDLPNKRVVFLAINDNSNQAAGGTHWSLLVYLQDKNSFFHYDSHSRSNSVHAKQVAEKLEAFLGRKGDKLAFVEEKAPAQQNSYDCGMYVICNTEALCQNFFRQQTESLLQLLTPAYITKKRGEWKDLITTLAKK
SENP1 inh = inhibitors of human SENP1 SUMO protease catalytic domain; Q9P0U3; recombinant SENP1 catalytic domain, CyPet-SUMO1-YPet FRET cleavage; inhibition, % at 10 µM; actives 0.21% (n = 360,000);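 active = inhibition at least 30% at 10 µM, raw YFP signal under a set limit, fluorescence ratio 0.5 to 1.5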;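 note: 0% = enzyme with DMSO and 100% = no enzyme wells; some results filed as inactive read as strong as hits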
Target sequence (Q9P0U3 419-644 limits assumed): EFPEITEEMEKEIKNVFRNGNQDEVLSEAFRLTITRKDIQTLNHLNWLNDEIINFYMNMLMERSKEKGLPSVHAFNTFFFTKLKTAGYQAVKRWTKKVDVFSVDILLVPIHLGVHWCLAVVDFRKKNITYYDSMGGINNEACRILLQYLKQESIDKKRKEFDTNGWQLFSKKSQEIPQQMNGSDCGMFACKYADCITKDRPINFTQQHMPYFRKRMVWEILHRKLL
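Material – human SENP1 catalytic domain · Input – SENP1 enzyme, 20 pM final · Compound dosing – single concentration of 10 µM compound, 0.5% DMSO final · Timing – enzyme reaction for 50 min at room temperature, dark · Measured by – FRET fluorescence in CFP and YFP emission channels · Control set – no-enzyme wells low, DMSO-plus-enzyme wells high control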
SENP7 block = blocks the human protease SENP7; AID 434973; recombinant SENP7, Z-RLRGG-aminoluciferin luminescence, 40 min; Q9BQF6; inhibition, % at 5 µM; actives 1.5% (n = 330,000);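 active = inhibition above about 50% at the single test dose, limit read from the data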;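 note: plate controls were DMSO with enzyme for no effect and no enzyme buffer wells for full effect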
UBC13 inh = inhibitors of human UBC13 polyubiquitin chain formation; P61088; TR-FRET; inhibition, % at 20 µM; actives 0.47% (n = 330,000); AID 485273; in the data active = inhibition above about 45%, passing the limit was not always enough
Target sequence (P61088 whole entry, looked up): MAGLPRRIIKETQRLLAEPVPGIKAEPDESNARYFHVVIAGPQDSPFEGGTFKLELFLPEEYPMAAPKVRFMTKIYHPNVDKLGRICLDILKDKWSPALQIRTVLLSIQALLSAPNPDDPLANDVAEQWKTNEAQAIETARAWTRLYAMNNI
Apaf1 inhib = inhibitors of human Apaf-1 apoptosome | reconstituted apoptosome caspase-3 activity, DEVD-Rh110 fluorescence | AID 489030 | O14727 | actives 0.71% (n = 330,000) | inhibition, % at 20 µM; active = inhibition of at least 40% at 20 µM;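 note: plate controls were DMSO wells for no effect and DEVD-CHO caspase inhibitor wells for full effect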
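System: reconstituted apoptosome with Apaf-1, cytochrome c, caspase-9, procaspase-3, dATP; Signal: Rh110 fluorescence intensity; Schedule: 30 min compound preincubation, 50 min activation, room temperature; Reagent: cytochrome c trigger plus (Z-DEVD)2-Rh110 caspase-3 substrate.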
SENP6 block = inhibitors of human SENP6 protease; inhibition, % at 10 µM; AID 2599; actives 1.8% (n = 330,000); Recombinant SENP6 catalytic domain, aminoluciferin luminescence;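 active = inhibition above about 50% at the single tested dose, limit read from the data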;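 note: plate controls were DMSO wells with enzyme for no effect and DMSO wells lacking enzyme for full effect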
Target sequence (Q9GZR1 628-1112 limits assumed): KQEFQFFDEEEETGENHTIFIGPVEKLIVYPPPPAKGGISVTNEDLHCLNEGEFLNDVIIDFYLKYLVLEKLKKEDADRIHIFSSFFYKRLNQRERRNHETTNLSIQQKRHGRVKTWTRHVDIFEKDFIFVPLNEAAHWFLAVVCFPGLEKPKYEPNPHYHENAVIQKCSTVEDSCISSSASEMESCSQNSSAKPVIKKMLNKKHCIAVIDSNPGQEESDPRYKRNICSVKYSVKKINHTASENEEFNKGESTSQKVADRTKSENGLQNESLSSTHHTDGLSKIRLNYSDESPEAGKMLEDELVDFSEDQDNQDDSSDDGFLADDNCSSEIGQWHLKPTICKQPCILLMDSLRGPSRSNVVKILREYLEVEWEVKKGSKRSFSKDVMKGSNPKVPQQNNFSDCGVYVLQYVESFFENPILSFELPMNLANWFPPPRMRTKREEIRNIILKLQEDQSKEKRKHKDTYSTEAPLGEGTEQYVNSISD
SENP8 block-2 = inhibitors of human SENP8 protease; purified SENP8, Z-RLRGG-aminoluciferin cleavage, luminescence; inhibition, % at 10 µM; actives 1.2% (n = 330,000); AID 2540; in the data active = inhibition above about 50%
* marks the source's active call; other numbers are inactive results; . = not tested or not shown. Rows were taken by chance; any-hit rate near 3.6%.

item	canonical_smiles	Apaf1 inhib	SENP1 inh	SENP8 block-1	UBC13 inh	APOBEC3G inh	SENP6 block	SENP8 block-2	SENP7 block
1	O=C(NCc1ccco1)c1cc(=O)c2ccccc2o1	1	3	21	0	1	3	-5	-8
2	CCOc1ccc(CNC(=O)CS(=O)(=O)Cc2nc(-c3ccc(OC)cc3)oc2C)cc1	21	1	8	5	-9	-2	-12	-9
3	COc1ccc(C(=O)c2ccccc2)cc1Br	15	2	18	-7	1	4	4	1
4	C=CCNc1nc(N)c(C(=C(C#N)C#N)c2ccc(Br)cc2)s1	30	-145	-368	14	-6	-20	-6	-6
5	O=C(CCc1ccc(O)c(O)c1)N/N=C/c1cc2c(cc1[N+](=O)[O-])OCO2	12	-5	-30	0	10	3	1	-6
6	NS(=O)(=O)c1ccc(CCNC(=O)c2nc(CS(=O)(=O)c3ccc(Cl)cc3)no2)cc1	2	-3	10	-7	-1	-1	-1	0
7	CN1CCN(C(=S)Nc2ccc(S(N)(=O)=O)cc2)CC1	-1	1	14	7	-9	-5	-1	3
8	COc1ccc(Nc2c3c(c(C#N)c4nc5ccccc5n24)CCC3)cc1	15	-25	-53	-1	-1	13	1	2
9	N#Cc1ccc(-c2ccc(F)cc2)nc1SCC(=O)Nc1sc2c(c1C#N)CCC2	8	-24	-20	-1	2	18	7	2
10	CC(C)(C)c1ccc(C2(C)NC(=O)N(CC(=O)NC3CCS(=O)(=O)C3)C2=O)cc1 (stereo not drawn)	1	2	21	-9	-1	-6	0	12
11	CCOCCCNC(=O)C(NC(=O)c1ccc2c(c1)OCO2)c1ccccc1 (stereo not drawn)	-20	1	27	0	-11	-12	-2	-6
12	CN1CCC(=O)N(CCOc2ccccc2)CC1	11	-2	18	-14	-10	-21	-15	-15
13	CCOc1ccc(C(=O)CCC(=O)NC2=NCCS2)cc1	5	5	-37	0	3	-3	11	-4
14	Cc1ccc(C(=O)NCCOc2ccc(Cl)cc2)cc1	8	12	18	4	-7	9	0	-2
15	O=C(NCCN1CCOCC1)c1ccc2c(c1)N(Cc1ccccc1F)C(=O)c1ccccc1S2(=O)=O	10	-1	4	-2	10	-12	-9	11
16	Cc1cc(OCC(=O)Nc2ccc(CCO)cc2)c2c(C)c(C)c(=O)oc2c1	1	1	-169	7	-4	-2	-5	0
17	COc1ccc(NC(=O)CC23CC4CC(CC(Br)(C4)C2)C3)c(OC)c1	6	3	0	-3	-13	4	6	2
18	CCS(=O)(=O)N1CCC(C(=O)Nc2cccc(F)c2)CC1	0	-1	10	2	-9	1	-11	-6
19	NC(N)=NS(=O)(=O)c1ccc(N=C2C(=O)Nc3ccccc32)cc1	5	2	25	-17	3	-11	7	5
20	Cc1ccc(C2C(C#N)=C(N)Oc3cc(C)oc(=O)c32)o1 (stereo not drawn)	-24	-6	12	11	-9	-11	-2	-9
21	O=C(NC(=S)NCc1ccccc1)c1cccc(Cl)c1	9	0	0	5	-2	20	0	0
22	Cc1ccc(Nc2nc(-c3ccncc3)cs2)cc1	13	0	-45	-2	0	8	-6	36
23	CC1CCC(C(C)C)C(OC(=O)Cn2nnc3c(cnn3-c3ccccc3)c2=O)C1 (stereo not drawn)	-2	0	-207	14	-6	-13	-2	4
24	COc1ccc(NC(=S)NC(=O)/C=C/c2ccc(F)cc2)cc1	2	-1	17	-2	-8	10	5	9
25	COc1ccc(C2SC[C@@H](C(=O)O)N2C(C)=O)cc1 (stereo partly drawn)	11	-1	20	-4	0	-5	-4	3
26	COc1cccc(C(=O)C2CCCN(C(=O)c3ccc(C#CC(C)(C)O)cc3)C2)c1 (stereo not drawn)	7	3	9	7	-8	-5	-9	-1
27	O=C(N/N=C/c1cnc(N2CCOCC2)s1)c1ccccc1	13	1	-211	-10	-9	-17	-17	-11
28	CCOc1ccc(NC(=O)N2CCN(CC)CC2)cc1	-17	1	13	7	-3	6	-6	-8
29	NC(=O)CC[C@H](NC(=O)c1ccc(F)cc1)C(=O)OCC(=O)Nc1ccc(N2CCOCC2)cc1	0	0	12	0	-2	2	-6	-4
30	O=C(Nc1cccc(C(F)(F)F)c1)C1CCCN1S(=O)(=O)c1cccc2cccnc12 (stereo not drawn)	2	1	6	-8	-4	4	-1	8
31	CCCC(=O)Nc1ccc(-c2csc(N/N=C\c3ccncc3)n2)cc1	-7	2	-85	-19	-7	-14	-5	8
32	O=C(O)CC(CCc1ccccc1)OC1OC(CO)C(O)C(O)C1O (stereo not drawn)	-24	-6	18	3	1	4	8	-5
33	CSc1nc(C)[nH]c(=O)c1C#N	-3	-7	7	-10	-5	-16	-12	13
34	Cc1cc(C(=O)N/N=C/c2cn[nH]c2-c2ccccc2)cs1	13	0	13	0	-11	-4	0	-4
35	COCCNC(=O)CSCc1nc(-c2ccc(SC)cc2)oc1C	1	-2	-66	10	2	-2	7	-3
36	O=C(N/N=C/c1ccc(C(=O)O)cc1)C1=NNC(c2ccccc2)(c2ccccc2)C1	2	1	-3	-14	-3	-2	14	2
37	CCCCc1c(O)nc(SC2CC(=O)N(c3ccc(C(=O)OCC)cc3)C2=O)[nH]c1=O (stereo not drawn)	4	3	14	-2	-6	10	-1	-7
38	Cc1ccc(N2C(=O)CCSC23C(=O)Nc2ccccc23)cc1 (stereo not drawn)	-1	5	33	5	-13	-24	4	1
39	Cc1cc(C(=O)CN2CCCC2)c(C)n1-c1ccc(Cl)cc1	1	-9	21	7	-5	0	-3	5
40	CC(=O)N(CCC(c1ccco1)C(C)C)Cc1ccc(Cl)cc1 (stereo not drawn)	7	-3	20	-5	-9	20	5	7
41	O=C(c1ccccc1)C(Sc1ncn[nH]1)c1ccccc1 (stereo not drawn)	-4	-1	22	-1	-2	5	8	2
42	COc1ccc(-c2nc(-c3ccc(NC(=O)c4ccncc4)cc3)no2)cc1OC	9	-8	16	14	-2	5	5	1
43	Cc1cccc(NC(=O)CSc2cccc[n+]2[O-])c1C	-1	1	6	-4	-2	-17	-8	1
44	Cc1ccc(Sc2ncccc2C(=O)O)c(C)c1	8	2	22	3	-3	-18	-6	6
45	Cc1cc(C)n(-c2nc(C(=O)O)cs2)n1	4	1	1	7	-8	4	-1	1
46	Cc1c(NC(=O)C(C)Oc2ccc(Br)cc2)c(=O)n(-c2ccccc2)n1C (stereo not drawn)	-8	2	10	13	-7	-7	6	0
47	COC(=O)CN(c1ccc(F)cc1)S(=O)(=O)c1ccc2c(c1)OCCO2	-19	2	6	3	1	-5	3	-4
48	O=C1CC(N2CCN(S(=O)(=O)c3cccc(C(F)(F)F)c3)CC2)C(=O)N1Cc1ccccc1 (stereo not drawn)	-2	0	13	5	-6	-16	-7	2
49	O=C1NCC(COc2ccc(Cl)cc2)O1 (stereo not drawn)	1	1	14	2	-9	-21	-3	-3
50	CCOC(=O)CNC(=O)CSc1nnc(CCc2nc3ccccc3[nH]2)n1C	4	-2	16	-1	0	-12	-9	-16
51	O=C(NC1CCCC1)C1CCCN(S(=O)(=O)c2cnc[nH]2)C1 (stereo not drawn)	-9	5	6	-1	-7	-12	1	12
52	CC(C)Cn1c(N)c(C(=O)COC(=O)c2cnc(Cl)c(Cl)c2)c(=O)n(C)c1=O	3	3	-3	3	-6	-21	-2	2
53	CC(C)CN1CCN(Cc2nc3ccccc3s2)CC1CCO (stereo not drawn)	1	-5	-4	2	-6	-9	-3	-3
54	Cc1cccc2nc(CSc3ccccc3C(=O)O)cn12	9	-2	6	-2	-2	5	-6	-3
55	Cn1nc(-c2ccc(Cl)cc2)c2cc(C(=O)N3CCCC3)sc21	14	8	-18	18	-2	10	-1	5
56	CCC(=O)N1CCCc2cc(S(=O)(=O)N3CCN(C4CCCCC4)CC3)ccc21	2	-4	-2	6	-1	-4	0	0
57	CC1CCN(C(=O)c2ccccc2NC(=O)c2cccc(S(=O)(=O)N(C)C)c2)CC1	-7	0	1	-10	-2	-7	10	1
58	COc1ccc(S(=O)(=O)N2CCN(c3ccc(C)cc3C)CC2)cc1OC	4	-1	26	8	0	9	-2	1
59	COc1cccc(CNC(=O)c2cc3c(cc2Cl)N2CCCCCC2=NS3(=O)=O)c1	4	-4	-10	-3	-10	-25	1	4
60	CCc1ccc(N2C(=O)CN(Cc3cccs3)C2=S)cc1	8	1	4	8	-5	9	2	-2

(further entries)
item	canonical_smiles	Apaf1 inhib	SENP1 inh	SENP8 block-1	UBC13 inh	APOBEC3G inh	SENP6 block	SENP8 block-2	SENP7 block
61	COc1ccc(C(=O)NC23CC4CC(CC(C4)C2)C3)cc1	6	3	8	3	-8	17	-6	-5
62	Cc1ccccc1NC(=O)C1CCCN1C(=O)NC1CCCCC1 (stereo not drawn)	4	4	23	-4	0	-7	-1	13
63	COc1cc2nc(C3CCC3)n(NC(=O)C3CCCC(OC)C3)c(=O)c2cc1OC (stereo not drawn)	-13	0	15	14	-5	6	4	-7
64	O=C(Cc1ccccc1F)Nc1cc(Cl)ccc1N1CCCC1	14	-1	18	1	-6	2	5	1
65	CS(=O)(=O)c1[nH]nc(-c2ccccc2)c1C#N	-14	2	13	1	-7	-15	-9	11
66	Cc1cc(C)c(NC(=O)CCCC(=O)O)c(Cl)c1	-2	2	11	-3	0	-4	-2	4
67	O=C(COc1ccc(Br)cc1)NCc1ccccn1	0	0	2	0	6	-16	-1	9
68	Cc1ccc(CNS(=O)(=O)c2ccc(F)c(F)c2)n1C	7	-2	-6	-3	2	14	3	7
69	Cc1ccc2nc3n(c(=O)c2c1)-c1ccccc1C(=O)NC3Cc1ccccc1 (stereo not drawn)	5	.	.	13	-7	-2	-4	3
70	O=C(COC(=O)c1ccccc1)NCc1cccs1	-2	1	16	4	-5	5	3	2
71	O=c1cc(-c2ccc(Cl)cc2)oc(=O)[nH]1	5	0	3	2	11	-22	-9	3
72	CC(=O)c1ccc(Sc2ccccc2)c([N+](=O)[O-])c1	-19	-1	25	4	-5	-13	7	-10
73	COc1ccc(C(=O)NC2CCN(S(=O)(=O)c3ccc(F)cc3)CC2)cc1	3	-1	12	0	-1	3	6	1
74	Cc1cn(C(=O)c2ccccc2)c(=S)n1-c1ccc(Cl)cc1	25	1	-239	8	2	-5	-1	-5
75	Cn1c2ccccc2c2cc(C(=O)N3CCOCC3)sc21	2	-1	-21	-11	-2	5	1	5

Quoted at random: 3 records from the list, in no set order.
item	canonical_smiles	Apaf1 inhib	SENP1 inh	SENP8 block-1	UBC13 inh	APOBEC3G inh	SENP6 block	SENP8 block-2	SENP7 block
75	Cn1c2ccccc2c2cc(C(=O)N3CCOCC3)sc21	2	-1	-21	-11	-2	5	1	5
72	CC(=O)c1ccc(Sc2ccccc2)c([N+](=O)[O-])c1	-19	-1	25	4	-5	-13	7	-10
69	Cc1ccc2nc3n(c(=O)c2c1)-c1ccccc1C(=O)NC3Cc1ccccc1 (stereo not drawn)	5	.	.	13	-7	-2	-4	3

Additional compounds
item	canonical_smiles	Apaf1 inhib	SENP1 inh	SENP8 block-1	UBC13 inh	APOBEC3G inh	SENP6 block	SENP8 block-2	SENP7 block
76	O=C(Nc1nnc(-c2ccco2)o1)c1ccc(Cl)s1	21	1	10	-29	2	-3	1	1
77	CCCCn1c(N)c(N(CC(C)C)C(=O)c2cc(C)nc3ccccc23)c(=O)[nH]c1=O	4	-8	-14	1	-8	-1	-5	-10
78	O=C1N=C(N2CCOCC2)S/C1=C\c1cccs1	1	-1	8	3	-9	-44	-16	5
79	COc1ccccc1C(=O)NC(=O)CSc1nnc2ccccn12	-13	1	-36	5	-7	11	3	8
80	Cc1cc2c(c(=O)n1Cc1cccnc1)C(c1ccccc1)C(C#N)=C(N)O2 (stereo not drawn)	11	-13	-206	-1	-4	-44	-8	-6
81	Cc1ccnn1CCC(=O)N1CCCC(CCC(=O)N2CCN(c3ccccn3)CC2)C1 (stereo not drawn)	-3	1	-20	9	-7	6	-3	-2
